D2 potentiator: HTS Assay for Positive Allosteric Modulators of the Human D2 Dopamine Receptor: Primary Screen for Potentiators | D(2) dopamine receptor (Homo sapiens), P14416 | 340,000 tested, 0.34% active | HEK293 T-REx D2, calcium flux, EC20 dopamine potentiation | potentiation, % at 10 µM;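 active = potentiation over 3 SD above the plate norm, cut at about 30% in these data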; also: 0% is about no effect
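Calcium flux readout, no-wash dye, 1 read/s. Inducible HEK293 Trex D2 line, overnight 30 C. Compound alone 180 s (agonist flags), then EC20 dopamine, another 180 s to score potentiation.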
RXFP1 antag: qHTS Assay for Antagonists of the Relaxin Receptor RXFP1 | Relaxin receptor 1 (Homo sapiens), Q9HBX9 | HEK293-RXFP1, relaxin-stimulated cAMP HTRF, 30 min; active compounds read low | activity change, negative = inhibition, % at 57.5 µM | 350,000 tested, 0.59% active;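 active = activity change of -60% or lower, but not beyond a set lower limit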; also: % is scaled to controls: 0 for no effect and ±100 for the full control effect
D2 antagonist: HTS Assay for Allosteric Antagonists of the Human D2 Dopamine Receptor: Primary Screen for Antagonists. D(2) dopamine receptor (Homo sapiens), P14416. HEK293 TREx D2 cells, calcium flux, dopamine EC80. inhibition, % at 10 µM. 340,000 tested, 2% active; in the data active = inhibition above about 30%; also: 0% is about no effect
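Overnight-induced (tetracycline, 30 C) HEK293 T-REx cells carrying force-coupled D2 receive a no-wash calcium dye, then compound, then EC80 dopamine at 180 s; signals are read kinetically throughout.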
D1 antagonist: Antagonist of Human D 1 Dopamine Receptor: qHTS. D(1A) dopamine receptor (Homo sapiens), P21728. HEK293 TREx D1 cells, calcium flux, dopamine EC80; active compounds read low. activity change, negative = inhibition, % at 10 µM. 360,000 tested, 3.2% active; in the data active = activity change below about -30%; also: % is scaled to controls: 0 for no effect and ±100 for the full control effect
Target sequence (P21728 whole entry, looked up): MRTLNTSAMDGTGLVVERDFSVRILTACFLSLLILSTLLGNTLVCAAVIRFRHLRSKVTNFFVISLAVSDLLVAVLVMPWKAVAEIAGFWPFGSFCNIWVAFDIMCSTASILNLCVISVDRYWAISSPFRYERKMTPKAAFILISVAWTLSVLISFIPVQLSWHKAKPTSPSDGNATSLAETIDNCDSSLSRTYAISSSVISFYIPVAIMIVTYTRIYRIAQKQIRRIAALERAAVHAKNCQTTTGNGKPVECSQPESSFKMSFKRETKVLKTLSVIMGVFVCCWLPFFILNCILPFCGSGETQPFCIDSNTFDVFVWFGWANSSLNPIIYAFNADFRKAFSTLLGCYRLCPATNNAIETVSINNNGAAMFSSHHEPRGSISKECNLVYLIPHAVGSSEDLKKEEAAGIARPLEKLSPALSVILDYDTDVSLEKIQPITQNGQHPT
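Cells carrying a force-coupled, tetracycline-inducible human D1 receptor report calcium flux. Each well gets a 10 s baseline, compound with 180 s monitoring, then an EC80 dopamine stimulus with a second 180 s kinetic read.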
D1 agonist: Allosteric Agonists of the Human D1 Dopamine Receptor: qHTS | activation, % at 2 µM | HEK293 T-REx D1 cells, calcium flux, agonist mode | 360,000 tested, 1% active; also: 0% is about no effect
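Agonism was scored from calcium flux recorded over 180 s (1 read/s) after pintool compound addition, following a 10-cycle baseline. Cells were inducible force-coupled HEK293 TREx D1, plated overnight at 30 C and loaded with no-wash calcium dye.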
D1 PAM: Potentiators of Human D1 Dopamine Receptor: qHTS; 360,000 tested, 0.036% active; HEK293 TREx D1 cells, calcium flux, dopamine EC20 potentiation; potentiation, % at 10 µM; D(1A) dopamine receptor (Homo sapiens), P21728; in the data active = potentiation above about 30%; also: 0% is about no effect
TRHR agonist: qHTS for Small Molecule Agonists and Allosteric Enhancers of Human TRH Receptor: Primary Screen for Agonists; TRHR cells, calcium flux fluo-8, FDSS agonist mode; Thyrotropin-releasing hormone receptor (Homo sapiens), P34981; 360,000 tested, 0.18% active; activation, % at 2 µM; also: 0% is about no effect
Target sequence (P34981 whole entry, looked up): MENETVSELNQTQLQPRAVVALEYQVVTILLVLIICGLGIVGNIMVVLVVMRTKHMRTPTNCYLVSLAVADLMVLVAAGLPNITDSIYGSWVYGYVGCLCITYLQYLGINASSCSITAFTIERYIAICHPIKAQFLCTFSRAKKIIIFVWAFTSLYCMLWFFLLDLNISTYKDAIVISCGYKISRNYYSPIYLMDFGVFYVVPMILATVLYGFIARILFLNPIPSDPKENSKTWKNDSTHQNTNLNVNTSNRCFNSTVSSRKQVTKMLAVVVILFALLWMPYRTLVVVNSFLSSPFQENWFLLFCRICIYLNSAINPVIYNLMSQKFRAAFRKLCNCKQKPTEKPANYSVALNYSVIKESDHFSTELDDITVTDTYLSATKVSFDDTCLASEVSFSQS
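Read-out: compound-evoked intracellular calcium rise in TRHR cells, fluo-8 dye, kinetic FDSS fluorescence at 1 s/cycle following a 10-cycle baseline. Cells cultured overnight before dye loading (30 min–1.5 h, RT).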
TRHR PAM: qHTS for Small Molecule Agonists and Allosteric Enhancers of Human TRH Receptor: Primary Screen for Enhancers | Thyrotropin-releasing hormone receptor (Homo sapiens), P34981 | TRHR cells, fluo-8 calcium fluorescence, EC20 TRH enhancement | enhancement, % at 2 µM | 360,000 tested, 0.66% active; in the data active = enhancement above about 30%; also: 0% is about no effect
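Enhancer read-out: after compound pinning and an initial kinetic agonist-mode read, an EC20 of TRH (10 nM final) was injected and fluo-8 calcium signal (Ex 480/Em 530) followed at 1 s/cycle for 100 cycles in TRHR-expressing cells.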
D2 agonist: HTS Assay for Allosteric Agonists of the Human D2 Dopamine Receptor: Primary Screen for Agonists | HEK293 T-REx D2 cells, calcium flux agonist mode | activation, % at 2 µM | 340,000 tested, 0.53% active;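 active = activation over 3 SD above normal in the single-dose calcium agonist read, cut at about 30% in these data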; also: 0% is about no effect
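Agonism scored from kinetic calcium signal (1 read/sec, 180 s) following compound pin transfer, after a 10 s baseline. Cells: HEK293 Trex line expressing inducible D2 receptor coupled to calcium, dye-loaded after overnight culture at 30 C.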
Starred values were filed as active, the others as inactive; / = no result given; & = joins results of further samples. Rule as the data show it, unless noted: active = activation above about 30%; inactive = the rest.

Values in the order: D2 potentiator | RXFP1 antag | D2 antagonist | D1 antagonist | D1 agonist | D1 PAM | TRHR agonist | TRHR PAM | D2 agonist
Cc1ccc(C)c(N2C(=O)N(Cc3c(F)cccc3Cl)c3ccccc3S2(=O)=O)c1
  3.5 | / | / | -19.3 | 5.6 | -2.8 | 0.2 | -3.6 | 0.4
CCOC(=O)CSc1[nH]c(=O)cc(C)c1C#N
  / | 5.1 | / | 8.7 | 1.0 | -0.8 | 0.4 | 1.5 | /
COc1ccc(C(=O)COC(=O)CNC(=O)c2cc(OC)cc(OC)c2)cc1
  -8.6 | 7.8 | 12.4 | -10.0 | 3.4 | -11.6 | -0.6 | -4.9 | -1.7
CCCc1nc2oc3c(NCCN4CCOCC4)ncnc3c2c2c1CCCC2
  3.2 | -28.5 | 8.5 | 10.9 | 2.5 | -3.4 | 0.1 | 4.1 | -0.5
Cc1ccccc1C(=O)Oc1ccc(Sc2ccc(O)cc2)cc1
  5.9 | / | -33.7 | -9.9 | -0.8 | -4.8 | -0.5 | -4.8 | -0.6
COc1cc(-c2cc(C(=O)Nc3ccncc3)c3ccccc3n2)cc(OC)c1OC
  4.0 | -3.7 | 4.3 | 1.1 | 1.6 | -2.4 | 0.8 | -1.9 | 0.6
C/C(N)=C(/C#N)C(=O)CSc1nnc(COc2ccccc2Cl)o1
  1.6 | -13.0&1.7 | 12.6 | -21.3 | 9.2 | -8.8 | 0.2 | 2.5 | 0.1
CC1(C)CC(=O)C(C2=NC(C)(C)Cc3ccccc32)=C(O)C1
  15.6 | -7.1 | 7.2 | 4.4 | -0.7 | -0.9 | 0.2 | 6.1 | 1.1
O=C1C2CC(O)CN2C(=S)N1Cc1ccccc1 (stereo not drawn)
  6.2 | 1.9 | 5.4 | -0.5 | 1.1 | 9.1 | -0.6 | 2.9 | -0.3
O=C(NO)C1CC2C=CC1C2 (stereo not drawn)
  4.8 | 16.7 | 13.1 | -4.0 | 0.5 | -6.0 | 20.8 | -9.8 | 0.9
Cc1cc(Cl)c(S(=O)(=O)NCc2ccncc2)cc1OCC(N)=O
  -4.4 | -8.3 | 6.7 | -3.0 | 1.2 | -0.9 | 1.7 | 0.9 | 0.9
Nc1cc2ccncc2c2ccccc12
  -8.8 | -5.4 | -16.2 | 32.7 | 2.5 | -2.0 | -1.4 | 6.1 | -1.2
O=C(N=c1ccn(-c2nc3ccccc3nc2NS(=O)(=O)c2ccc(Cl)cc2)cc1)c1ccccc1Cl
  -8.5 | / | 5.1 | 1.6 | 88.7* | -2.5 | 13.2 | -10.5 | 5.5
Cc1ccc(Nc2ccc(S(=O)(=O)N3CCOCC3)cc2[N+](=O)[O-])cc1C
  -10.9 | -4.2 | -7.2 | -10.9 | 2.5 | -5.7 | -0.4 | -7.4 | 0.3
CCC(CC)C(=O)Nc1ccc(C(=O)Nc2cc(C)on2)cc1
  4.4 | -10.7 | -3.2 | -1.6 | 1.4 | 5.0 | -0.2 | 0.2 | 0.0
O=C(c1cccc(C(F)(F)F)c1)C1CCCN(C(=O)CCc2cnccn2)C1 (stereo not drawn)
  13.8 | -2.8 | 2.5 | 0.7 | 0.0 | 1.4 | 0.6 | -10.1 | -1.9
CCCCn1c(N)c(N(CC(C)C)C(=O)c2oc3ccc(Br)cc3c2C)c(=O)[nH]c1=O
  -6.2 | -10.9 | 2.5 | 6.4 | 2.6 | 9.4 | -0.3 | -10.8 | 0.5
Cc1ccc(C)c(OCc2nnc(NC(=O)c3ccco3)s2)c1
  6.4 | -5.1 | -10.9 | -9.2 | 9.4 | 4.2 | 0.5 | 0.1 | 1.4
c1csc(CNCCN2CCOCC2)c1
  -8.4 | 1.8 | 6.3 | 2.8 | 5.0 | 3.1 | 1.0 | 6.4 | 0.7
COc1ccc(F)cc1COc1nc(C)nc2ccccc12
  7.6 | -3.9 | 14.6 | 15.1 | 2.5 | -5.6 | -0.7 | 4.9 | 0.7
Brc1ccc(-c2cn3c(n2)SCC3)cc1
  19.1 | -27.0 | 33.1* | -6.1 | 0.9 | -5.7 | -0.9 | 5.0 | -1.1
COc1ccc(/C=C/C(=O)O)cc1S(=O)(=O)NCc1ccco1
  2.9 | 11.9 | -2.5 | 1.6 | 3.4 | -3.3 | 0.3 | 5.6 | 1.1
O=C(Cn1c(=O)n(Cc2nc(-c3ccccc3)no2)c(=O)c2cc3c(cc21)OCO3)Nc1ccc(Cl)cc1
  9.4 | -8.3 | / | -3.0 | 7.1 | -1.1 | 0.9 | 1.8 | 1.1
O=C(COC(=O)c1ccc2c(c1)C(=O)N(Cc1ccncc1)C2=O)Nc1cccc2ccccc12
  -2.2 | -15.0 | 4.6 | -1.7 | 4.2 | -6.7 | 0.1 | -4.5 | 0.7
COc1ccccc1OCC(=O)Nc1ccc(S(=O)(=O)N2CCN(C)CC2)cc1
  3.4 | -4.7 | 1.1 | -4.1 | 0.0 | -5.5 | 1.5 | -0.4 | 0.2
CC1(C)CC(=O)C(C=NCCN2CCN(C3CC(=O)N(c4cccc(Br)c4)C3=O)CC2)=C(O)C1 (stereo not drawn)
  0.5 | -13.7 | 4.2 | -7.5 | 0.8 | 2.6 | 0.3 | 2.5 | 0.4
CCOC(=O)c1c(CN(CC)CC)oc2ccc(OC)cc12
  -0.3 | -13.2 | 17.2 | -7.7 | -0.2 | -2.8 | 0.8 | 3.7 | 0.3
CC(C)N1C/C(=C/c2ccsc2)C(=O)/C(=C/c2ccsc2)C1
  -8.6 | -1.8 | -3.3 | -3.9 | 0.5 | -3.9 | -0.4 | 4.7 | -1.0
Cc1cccc(C(=O)NCc2nnc(SCC(=O)NC3CCCC3)n2C)c1
  2.5 | -20.6 | 12.0 | -1.6 | 1.1 | 3.2 | 0.4 | -8.7 | 0.2
FC(F)(F)COc1nc(OCC(F)(F)F)nc(N2CCN(c3ccccc3)CC2)n1
  -0.6 | -14.1 | 13.5 | -8.7 | 1.9 | 11.1 | 1.0 | -7.8 | 1.2
CCOC(=O)c1c(C)[nH]c(C(=O)OCC(=O)Nc2sccc2C(N)=O)c1C
  -10.5 | -24.4 | -16.7 | 7.0 | 0.2 | 1.2 | 0.1 | 8.2 | 1.5
O=C(c1ccccc1)n1ccc(-c2cnc(-c3ccccc3)s2)n1
  -7.7 | -4.5 | -0.2 | -2.3 | 3.4 | -3.6 | 0.6 | -1.7 | 0.8
O=C(N/N=C/c1ccc(Br)s1)c1cccnc1
  -4.4 | 8.2 | 20.7 | -3.3 | 2.1 | 7.1 | -0.4 | 0.0 | -1.4
Cc1ccc(S(=O)(=O)N2CCCOC2CNC(=O)C(=O)NCc2ccco2)cc1 (stereo not drawn)
  6.4 | -8.2 | -4.2 | 5.0 | -0.6 | -1.1 | -0.2 | 1.9 | -0.4
COc1ccc(N2CCN(C(=O)COC(=O)c3ccc(OC(F)F)cc3)CC2)cc1
  5.3 | -0.7 | -31.1 | 23.6 | 1.6 | / | 0.1 | 0.5 | 0.9
Cc1cc2oc(=O)cc(-c3cc4ccccc4o3)c2cc1O
  10.4 | -4.0 | -1.2 | -3.7 | 1.8 | -0.4 | 0.2 | -5.2 | 0.3
O=C1CC(c2nc3ccccc3n2CCCCOc2ccccc2)CN1c1ccccc1Cl (stereo not drawn)
  -1.4 | / | / | -10.3 | 17.2 | -3.0 | 1.6 | -3.1 | -0.1
COCCCNC(=O)c1c[nH]c2ccc(S(=O)(=O)N(C)c3ccccc3C)cc2c1=O
  2.8 | -12.2 | 19.6 | 4.5 | 7.2 | 4.8 | 0.1 | -6.3 | 0.2
C[C@H](NC(=O)N1CCn2c1nc1ccccc12)C(=O)NCC1CCCO1 (stereo partly drawn)
  5.3 | 3.9 | -4.0 | -10.7 | 0.2 | 3.5 | 0.5 | -3.6 | 0.3
CCN(CC)S(=O)(=O)c1ccc(N2C(=O)Nc3ccccc3N2O)cc1
  11.5 | -9.4 | -16.8 | -18.1 | 0.6 | -2.5 | -0.2 | 4.5 | -0.6

Fetched one by one from the list above, 5 records:
Values in the order: D2 potentiator | RXFP1 antag | D2 antagonist | D1 antagonist | D1 agonist | D1 PAM | TRHR agonist | TRHR PAM | D2 agonist
Cc1ccc(S(=O)(=O)N2CCCOC2CNC(=O)C(=O)NCc2ccco2)cc1 (stereo not drawn)
  6.4 | -8.2 | -4.2 | 5.0 | -0.6 | -1.1 | -0.2 | 1.9 | -0.4
CCOC(=O)c1c(C)[nH]c(C(=O)OCC(=O)Nc2sccc2C(N)=O)c1C
  -10.5 | -24.4 | -16.7 | 7.0 | 0.2 | 1.2 | 0.1 | 8.2 | 1.5
COCCCNC(=O)c1c[nH]c2ccc(S(=O)(=O)N(C)c3ccccc3C)cc2c1=O
  2.8 | -12.2 | 19.6 | 4.5 | 7.2 | 4.8 | 0.1 | -6.3 | 0.2
C[C@H](NC(=O)N1CCn2c1nc1ccccc12)C(=O)NCC1CCCO1 (stereo partly drawn)
  5.3 | 3.9 | -4.0 | -10.7 | 0.2 | 3.5 | 0.5 | -3.6 | 0.3
Cc1cc2oc(=O)cc(-c3cc4ccccc4o3)c2cc1O
  10.4 | -4.0 | -1.2 | -3.7 | 1.8 | -0.4 | 0.2 | -5.2 | 0.3

More results follow.
Values in the order: D2 potentiator | RXFP1 antag | D2 antagonist | D1 antagonist | D1 agonist | D1 PAM | TRHR agonist | TRHR PAM | D2 agonist
COc1ccc(C)cc1NC(=O)C(C)N1CCOCC1 (stereo not drawn)
  2.5 | 10.3 | 22.3 | 1.4 | 3.2 | -1.9 | -0.2 | 0.9 | 1.3
Cc1ccc(C(=O)NCc2nc3ccccc3[nH]2)o1
  -5.2 | 8.6 | 11.7 | 3.0 | 2.6 | 3.1 | 0.6 | 1.7 | 0.0
CCSc1nc2c(c(=O)[nH]1)C(c1ccc(C)cc1)C1=C(CCCC1=O)N2 (stereo not drawn)
  1.4 | -1.9 | -12.5 | -3.7 | 6.4 | -5.5 | 0.1 | -4.5 | 1.4
Cn1c(=O)n(-c2ccc3c(c2)OCO3)c2nc(-c3ccccc3)nc(C(N)=O)c21
  -2.0 | / | / | -2.9 | 3.6 | -2.5 | 0.2 | -5.4 | 0.5
CC(c1nnc(SCC(=O)c2c(N)n(C3CC3)c(=O)[nH]c2=O)n1-c1ccc(F)cc1)N(C)C (stereo not drawn)
  -2.8 | 4.1 | -13.8 | -1.5 | 0.5 | -4.2 | 0.8 | -10.6 | 0.3

Screening data from PubChem BioAssay.
